M4 PAM: positive allosteric modulators of human muscarinic M4 receptor; activation, % at 3 µM; actives 0.4% (n = 360,000); P08173; CHO-K1 hM4/Gqi5, Fluo-8 calcium fluorescence, ACh EC20; 0% = ACh EC20, 100% = maximal ACh;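 active = activation above its plate's cutoff, the mean activation of sample wells plus 3 SD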; note: some results filed as inactive read as strong as hits
IDE cell inh: inhibits human insulin-degrading enzyme in HEK cells; P14735; actives 0.41% (n = 320,000); inhibition, % at 5.59 µM; FAbetaB cleavage, fluorescence polarization;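 active = percent inhibition above the average of all tested compounds plus 3 SD, set per screening campaign, cut at about 16% in these data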;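 note: IDE supplied by intact live HEK cells; FP after avidin binding of uncleaved biotin substrate so inhibition keeps polarization high; 0% = DMSO wells and 100% = 60 µM reference IDE inhibitor Ii1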
Target sequence (P14735 whole entry, looked up): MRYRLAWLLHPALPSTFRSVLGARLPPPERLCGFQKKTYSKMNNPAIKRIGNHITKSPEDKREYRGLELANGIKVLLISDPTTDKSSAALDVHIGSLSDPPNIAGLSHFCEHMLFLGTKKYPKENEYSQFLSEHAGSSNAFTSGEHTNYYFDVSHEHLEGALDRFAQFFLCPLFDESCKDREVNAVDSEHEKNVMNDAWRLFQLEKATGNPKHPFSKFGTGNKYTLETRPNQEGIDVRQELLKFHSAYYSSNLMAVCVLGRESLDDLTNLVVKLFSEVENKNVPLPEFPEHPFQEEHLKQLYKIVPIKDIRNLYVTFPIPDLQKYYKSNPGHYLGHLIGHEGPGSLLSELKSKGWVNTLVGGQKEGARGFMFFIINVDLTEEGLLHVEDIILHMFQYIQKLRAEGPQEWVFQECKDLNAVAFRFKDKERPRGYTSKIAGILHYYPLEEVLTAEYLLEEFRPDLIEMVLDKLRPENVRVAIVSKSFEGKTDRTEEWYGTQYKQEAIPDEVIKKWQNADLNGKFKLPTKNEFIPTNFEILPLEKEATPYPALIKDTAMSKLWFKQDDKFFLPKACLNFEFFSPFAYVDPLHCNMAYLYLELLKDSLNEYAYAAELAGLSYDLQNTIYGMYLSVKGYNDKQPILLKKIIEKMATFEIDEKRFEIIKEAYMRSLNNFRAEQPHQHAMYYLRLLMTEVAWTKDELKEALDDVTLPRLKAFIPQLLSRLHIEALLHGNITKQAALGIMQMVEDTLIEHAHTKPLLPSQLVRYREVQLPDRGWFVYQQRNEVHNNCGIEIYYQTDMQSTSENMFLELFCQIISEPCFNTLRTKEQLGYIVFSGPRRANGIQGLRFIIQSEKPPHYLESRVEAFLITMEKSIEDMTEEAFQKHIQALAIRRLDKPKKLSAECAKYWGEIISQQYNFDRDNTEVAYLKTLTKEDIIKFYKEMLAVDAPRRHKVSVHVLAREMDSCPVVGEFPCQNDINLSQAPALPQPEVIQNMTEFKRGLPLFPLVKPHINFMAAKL
CRFBP-R2 agonist: CRF-BP/CRF-R2 complex agonism | HEK293 CRF-R2/CRF-BP, calcium dye fluorescence (FLIPR); percent of saturating CRF peptide response | activation, % at 13.2 µM | actives 0.46% (n = 350,000);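 active = activation of at least 50%, plus an integration ratio under a set limit after plate pattern correction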;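 note: plate controls were neutral control wells without compound for no effect and CRF at EC100 for full effect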
CHRM5 antagonist: CHRM5 antagonism in calcium assay | P08912 | CHO-hM5 cells, Fluo-8 calcium fluorescence, ACh EC80 | inhibition, % at 3 µM | actives 0.59% (n = 360,000) | AID 624040;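 active = inhibition above a per-plate cutoff, the mean of that plate's test compounds plus 3 SD, cut at about 27% in these data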;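 note: 0% = acetylcholine EC80 with DMSO and 100% = DMSO without agonist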
CRFBP-R2 block: antagonists of CRF-binding protein/CRF-R2 receptor complex; inhibition, % at 11.8 µM; actives 0.59% (n = 350,000); AID 588475; HEK293 CRF-R2/CRF-BP, CRF-induced calcium fluorescence;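 active = inhibition of the ligand-induced calcium signal above about 50% at the single tested concentration, limit read from the data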
CHRM4 agonist: CHRM4 agonism in calcium assay | CHO-K1 hM4/Gqi5, Fluo-8 calcium fluorescence; vehicle 0%, full acetylcholine response 100% | activation, % at 3 µM | actives 0.14% (n = 360,000) | AID 624127;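 active = activation above the run mean over all test wells plus 3 SD, cut at about 32% in these data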;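 note: peak over basal fluorescence ratio per well then scaled between controls; 0% = DMSO wells and 100% = acetylcholine at EC100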
CHRM5 PAM: CHRM5 positive allosteric modulation. P08912. CHO-K1 hM5, Fluo-8 calcium, ACh EC20 PAM; 0% = ACh EC20, 100% = ACh EC100. activation, % at 3 µM. actives 0.3% (n = 360,000). AID 624038;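 active = activation above the run cutoff, the mean activation of all test compounds plus 3 SD, cut at about 18% in these data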
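Assay system: CHO-K1 hM5 cells. Also added: acetylcholine at EC20 concentration, added after compound. Dosing: 3 µM, single dose. Times: compound preincubation 140 s before EC20 acetylcholine addition. Signal: Fluo-8 calcium fluorescence. Measure: % activation relative to EC20 and EC100 ACh responses. Repeats: singlicate, one well per test compound.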
CHRM4 antagonist: antagonists of human muscarinic M4 receptor (CHRM4); actives 0.73% (n = 360,000); inhibition, % at 3 µM; CHO-hM4 cells, ACh EC80, Fluo-8 calcium fluorescence; AID 624125; P08173;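 active = inhibition above its plate's cutoff, the mean inhibition of sample wells plus 3 SD, cut at about 27% in these data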;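 note: 0% = acetylcholine EC80 with DMSO and 100% = DMSO without agonist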
M5 ag: agonists of human muscarinic M5 receptor (CHRM5). P08912. CHO-K1 hM5 cells, Fluo-8 calcium fluorescence; 0% DMSO wells, 100% maximal acetylcholine response. activation, % at 3 µM. actives 0.19% (n = 360,000). AID 624037;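 active = activation above the run's mean over test compounds plus 3 SD, cut at about 23% in these data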;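 note: signal is peak over basal fluorescence ratio across the kinetic read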
The depositor's hits bear a star; nt = no result given.

IDE cell inh,CHRM5 PAM,CHRM4 agonist,CHRM4 antagonist,CRFBP-R2 agonist,CHRM5 antagonist,CRFBP-R2 block,M5 ag,M4 PAM,canonical_smiles
nt,1,0,3,nt,24,nt,-2,-3,Cc1noc(C)c1C(=O)N1CCC1(C)C(=O)NS(=O)(=O)c1ccc(Br)cc1 (stereo unspecified)
-2,-15,11,7,-0.6,7,15,6,-6,COc1cccc2c(=O)cc(C)n(CC(=O)Nc3ccc(C)c(C)c3)c12
nt,7,2,4,2.6,0,-6,2,-3,COc1ccc(C(=O)Nc2ccc(CN3CCOCC3)cc2)cc1Br
5,-5,-1,4,0.9,5,-17,0,-3,CCOc1ccc(C)cc1-n1nc2ccccc2n1
nt,-1,4,-1,-0.1,5,3,-2,-5,CC1CCN(C(=O)COC(=O)c2ccc3c(c2)C(=O)N(Cc2ccco2)C3=O)CC1
-6,-7,1,-2,-0.1,0,-5,-11,0,O=C1CSC(c2ccccc2[N+](=O)[O-])N1c1ccc(O)cc1 (stereo unspecified)
0,4,1,4,1.1,-1,10,0,5,Cc1ccc(O)c(C2=NOC(O)(C(F)(F)F)C2)c1 (stereo unspecified)
1,7,0,-13,-2.2,1,-19,2,12,COCCCOc1cc(NCc2ccccc2)c2ncn(C(C)C)c2c1
1,-4,0,0,-2.2,5,31,-2,8,COc1cc(NC(=O)C2=C(N3CCOCC3)/C(=C/c3ccc(Cl)cc3)CC2)cc(OC)c1OC
9,-3,1,-9,0.7,5,-8,-2,5,O=C(NCC1CCCO1)C(c1ccc(N2CCOCC2)cc1)N(C(=O)Cn1nnc2ccccc21)c1ccccc1F (stereo unspecified)
6,-5,1,-10,-1.0,6,-9,-4,5,O=C(COc1ccccc1Cl)NNC(=O)c1cc(S(=O)(=O)N2CCOCC2)ccc1N1CCCC1
-1,-16,13,-6,-2.6,14,-47,5,-13,COc1ccc(C(C(=O)Nc2ccc3c(c2)OCO3)N(C)C(=O)Cc2c[nH]c3ccccc23)cc1 (stereo unspecified)
1,8,1,-5,-1.8,5,20,-8,4,COc1cc(C(=O)NCc2nnc(SCC(=O)N3CCc4ccccc43)o2)cc(OC)c1OC
1,2,0,4,4.0,7,-21,0,2,Cc1ccc(N(CC(O)CN2C(=O)NC(C)(C)C2=O)S(=O)(=O)c2ccc(C)cc2)cc1 (stereo unspecified)
-2,-1,0,-4,-6.4,12,-16,-4,8,CCCNC(=O)CNC(=S)N(Cc1ccccc1F)C1CCCCC1
-1,-1,0,9,-3.1,4,7,-3,1,O=C(Nc1ccc(O)cc1)C1CC=CCC1 (stereo unspecified)
2,4,0,-4,0.7,-3,-4,0,-1,COc1ccc(NC(=O)CN2CCC(NC(=O)C3CCCCC3)CC2)cc1
1,7,-1,8,4.5,2,-2,-7,-5,Cc1ccccc1Cn1c(=O)n(CCC(=O)NCc2ccc3c(c2)OCO3)c(=O)c2ccccc21
0,-4,1,8,-0.5,7,0,1,4,COc1cccc(C2=NOC(C(=O)Nc3ccc(C(C)=O)cc3)C2)c1 (stereo unspecified)
7,-6,1,7,0.5,0,-11,-3,-7,COc1cccc(OCCCN2CCCCCC2)c1
6,-1,0,-8,-1.9,2,-3,-2,3,C=CCOC(=O)C1=C(C)NC(=O)NC1c1cc(Cl)cc(Cl)c1OC (stereo unspecified)
-3,8,-1,1,-0.4,-6,-15,2,17,CC1CCN(C(=O)Cn2cc(C(=O)c3ccco3)c3ccccc32)CC1
6,3,9,-4,-1.8,-5,-5,4,1,COc1cc(OC)c2ccc(=O)oc2c1C(CC(=O)N1CCCC1)c1ccc2c(c1)OCO2 (stereo unspecified)
4,1,0,2,0.7,4,-1,2,-2,CCOC(=O)C1=C(C)NC(C)=C(C(=O)OCC)C1C(=O)OCC(=O)N(C)C
nt,-4,0,-8,nt,2,nt,2,9,Cc1cccc(NC(=O)Nc2nnc([C@H]3C[C@H](O)[C@@H](CO)O3)s2)c1

Quoted from the listing.
CRFBP-R2 block with `CCOC(=O)C1=C(C)NC(C)=C(C(=O)OCC)C1C(=O)OCC(=O)N(C)C` reads -1
CHRM4 agonist with `O=C(Nc1ccc(O)cc1)C1CC=CCC1` (stereo unspecified) reads 0
IDE cell inh with `COc1cccc(OCCCN2CCCCCC2)c1` reads 7
CHRM4 antagonist with `O=C(COc1ccccc1Cl)NNC(=O)c1cc(S(=O)(=O)N2CCOCC2)ccc1N1CCCC1` reads -10
M4 PAM with `COc1cc(OC)c2ccc(=O)oc2c1C(CC(=O)N1CCCC1)c1ccc2c(c1)OCO2` (stereo unspecified) reads 1

(further entries)
IDE cell inh,CHRM5 PAM,CHRM4 agonist,CHRM4 antagonist,CRFBP-R2 agonist,CHRM5 antagonist,CRFBP-R2 block,M5 ag,M4 PAM,canonical_smiles
9,-1,0,-11,-0.8,2,-8,-4,-4,Cc1cc(C)c2cc(C#N)c(N3CCCN(C(=O)c4cnccn4)CC3)nc2c1
nt,0,2,-5,-1.5,4,12,1,3,COc1cc(C(=O)Nc2cc(S(=O)(=O)N3CCOCC3)ccc2N2CCOCC2)ccc1OC(F)F
5,-2,0,-7,-1.5,13,-14,0,4,COc1ccccc1OCCN(C#N)c1nc(N(C)C)nc(N(C)C)n1
-6,-7,-2,2,1.1,6,3,-4,-13,CCC(C)n1c(SCc2ccc([N+](=O)[O-])cc2)nc2ccsc2c1=O (stereo unspecified)
4,-5,1,-6,-1.1,-1,2,1,9,Cc1ccccc1NC(=O)C1CCCN1S(=O)(=O)c1cccc2cccnc12 (stereo unspecified)
3,-1,2,-4,1.2,2,-15,0,7,O=C(Nc1nnc(-c2cccc(F)c2)s1)Nc1ccccc1F
1,2,0,-14,0.7,1,-2,1,8,O=C(NC1CCCCC1)c1cccc2c1C(=O)c1ccc(-c3ccc(OC(F)(F)F)cc3)cc1S2(=O)=O
7,-5,5,-1,2.2,0,-11,0,-7,COc1cccc(/C=N/NC(=O)CO/N=C(\C)c2cccs2)c1OC
-4,-6,2,-1,-1.8,8,-13,0,2,O=C(CCS(=O)(=O)c1ccccc1)Nc1ccccc1F
3,5,1,-1,0.3,5,5,-2,-2,CCN(C(=O)CSc1nnc(-c2ccccc2)o1)c1c(N)n(Cc2ccccc2)c(=O)[nH]c1=O
2,7,0,4,0.4,3,0,-2,0,Fc1ccc(/C=N/c2c(-c3ccc(F)cc3)nc3n2CCS3)cc1
1,-4,4,-14,-2.6,4,5,0,1,O=C(NCCCCc1ccccc1)C12CN(Cc3ccccc3)CC1C(c1ccc([N+](=O)[O-])cc1)=NO2 (stereo unspecified)
-1,-4,1,5,-0.8,-1,2,2,5,Cc1cccc(C(=O)NCC(=O)OCc2cc(=O)n3ccsc3n2)c1
-2,-5,11,-9,-0.5,6,-7,3,2,CCc1ccccc1Nc1nc(N)nc(COC(=O)CCC(=O)c2ccc(F)cc2)n1
0,-4,0,-6,-1.3,2,2,-2,3,Cc1cccc(C)c1N=Cc1c(C(F)(F)F)[nH][nH]c1=O
nt,-5,0,-1,-1.5,-2,-13,1,-1,O=C(NN1CCCCCC1)c1ccccc1F
-2,-3,1,-7,-1.2,12,-8,-2,8,O=C(CN1C(=O)C2CCCCC2C1=O)OCn1nnc2ccccc2c1=O (stereo unspecified)
6,-2,0,7,-1.6,1,15,-15,-11,CCCc1ccc(NS(=O)(=O)c2c(C)oc(C)c2C(=O)OC)cc1
-5,-12,8,10,-0.5,17,3,2,-12,CC(=O)c1cccc(NC(=O)COC(=O)c2ccc3c(c2)OCCO3)c1
2,0,0,7,-1.2,0,7,-4,-1,CCCc1ccc(-c2cc(C(=O)N/N=C/c3ccc([N+](=O)[O-])o3)c3ccccc3n2)cc1
-5,1,0,-15,1.2,-2,1,-1,1,CN(C)c1nc(C(=O)O)nc(N2CCOCC2)n1
2,-12,7,5,-1.6,9,10,-2,-6,O=C(Cc1cccs1)NCCSc1c(-c2ccc(Cl)cc2)[nH]c2ccccc12
1,5,1,1,1.1,7,-2,-3,18,COc1ccc(NC(=O)CNC(=O)c2ccc([N+](=O)[O-])cc2)cc1
9,1,0,10,-0.7,10,-3,-2,1,NS(=O)(=O)c1ccc(CCNC(=O)c2ccc(=O)[nH]c2)cc1
3,-3,4,-4,-0.1,-3,-16,2,-6,CCOC(=O)c1cccc(NC(=O)/C=C/c2ccc([N+](=O)[O-])cc2)c1

Compound profiles, from the list above. Screens in order: IDE cell inh	CHRM5 PAM	CHRM4 agonist	CHRM4 antagonist	CRFBP-R2 agonist	CHRM5 antagonist	CRFBP-R2 block	M5 ag	M4 PAM
Cc1cc(C)c2cc(C#N)c(N3CCCN(C(=O)c4cnccn4)CC3)nc2c1 as listed: 9	-1	0	-11	-0.8	2	-8	-4	-4
CN(C)c1nc(C(=O)O)nc(N2CCOCC2)n1 as listed: -5	1	0	-15	1.2	-2	1	-1	1

Some of the entries above in another layout:
SMILES	IDE cell inh	CHRM5 PAM	CHRM4 agonist	CHRM4 antagonist	CRFBP-R2 agonist	CHRM5 antagonist	CRFBP-R2 block	M5 ag	M4 PAM
COc1cc(C(=O)Nc2cc(S(=O)(=O)N3CCOCC3)ccc2N2CCOCC2)ccc1OC(F)F	nt	0	2	-5	-1.5	4	12	1	3
COc1ccccc1OCCN(C#N)c1nc(N(C)C)nc(N(C)C)n1	5	-2	0	-7	-1.5	13	-14	0	4
CCC(C)n1c(SCc2ccc([N+](=O)[O-])cc2)nc2ccsc2c1=O (stereo unspecified)	-6	-7	-2	2	1.1	6	3	-4	-13
Cc1ccccc1NC(=O)C1CCCN1S(=O)(=O)c1cccc2cccnc12 (stereo unspecified)	4	-5	1	-6	-1.1	-1	2	1	9
